Ba/F3 V617F tox = loss of viability in JAK2V617F-driven Ba/F3 cells. Ba/F3 EpoR-JAK2V617F viability, ATP luminescence. inhibition, % at 5.6 µM. 220,000 compounds, 1.1% hits. AID 1446;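 active = inhibition above the campaign mean plus 3 SD over all tested compounds, cut at about 24% in these data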;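 also: cytokine-independent growth of Ba/F3 cells driven by EpoR plus mutant JAK2; 0% = DMSO-treated cells and 100% = JAK inhibitor I control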
S1P4 agonist = agonists of human S1P4 receptor. 220,000 compounds, 0.35% hits. S1P4-expressing cell line, agonist reporter assay. AID 1509. activation, % at 4.98 µM; in the data active = activation above about 11%;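 also: 0% = DMSO vehicle and 100% = reference agonist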
BaF3 tox = parental Ba/F3 viability inhibition as JAK2V617F counter-screen | CellTiter-Glo ATP luminescence | inhibition, % at 5.6 µM | 220,000 compounds, 1.1% hits;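 active = inhibition above a per-campaign cutoff, the mean inhibition of all tested compounds plus 3 SD, cut at about 27% in these data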;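 also: 0% = DMSO wells and 100% = JAK Inhibitor I control wells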
NPY2 pot ag = human NPY-Y2 potentiation or agonism, primary screen | 220,000 compounds, 0.45% hits | activation, % at 3.6 µM | P49146 | cells expressing NPY-Y2, potentiator/agonist read-out; in the data active = activation above about 27%;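 also: cells stimulated with NPY near EC25 plus isoproterenol at EC100; 0% = vehicle plus submaximal agonist and 100% = vehicle plus saturating agonist; some results beyond the cut were filed as inactive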
Target sequence (P49146 whole entry, looked up): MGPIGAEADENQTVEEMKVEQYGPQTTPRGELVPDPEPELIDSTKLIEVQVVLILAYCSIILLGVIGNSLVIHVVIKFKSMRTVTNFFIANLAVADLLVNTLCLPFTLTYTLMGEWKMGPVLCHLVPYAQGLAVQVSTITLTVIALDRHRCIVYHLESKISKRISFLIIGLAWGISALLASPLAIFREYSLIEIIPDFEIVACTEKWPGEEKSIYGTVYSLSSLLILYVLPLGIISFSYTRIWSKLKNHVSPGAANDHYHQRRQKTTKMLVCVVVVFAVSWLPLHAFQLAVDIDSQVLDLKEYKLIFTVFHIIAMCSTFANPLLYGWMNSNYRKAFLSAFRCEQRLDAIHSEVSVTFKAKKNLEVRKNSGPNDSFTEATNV
NPY1 pot ag = human NPY-Y1 potentiation or agonism, primary screen. activation, % at 3.6 µM. P25929. NPY-Y1 expressing cells, potentiator/agonist activation. 220,000 compounds, 0.37% hits; in the data active = activation above about 33%, passing the limit was not always enough;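 also: cells stimulated with NPY at EC10 then isoproterenol at EC100; 0% = low agonist plus stimulus and 100% = saturating agonist plus stimulus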
S1P4 antagonist = antagonists of human S1P4 receptor; S1P4-expressing cells, antagonist mode, reporter read-out; AID 1510; inhibition, % at 4.98 µM; 220,000 compounds, 0.26% hits; O95977; in the data active = inhibition above about 29%;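 also: 0% = wells stimulated with agonist and 100% = vehicle wells without agonist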
CHOP inhibitor = CHOP inhibition in unfolded protein response. inhibition, % at 10 µM. CHO-K1 CHOP-promoter luciferase, tunicamycin-induced, 15-18 h. 220,000 compounds, 3.8% hits. AID 2732;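 active = compounds that reduced the stress-induced luciferase reporter signal by more than about 70% of percent inhibition, limit read from the data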;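 also: 0% = tunicamycin plus vehicle and 100% = wells without tunicamycin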
NPY-Y1 antag = antagonists of human neuropeptide Y receptor Y1; inhibition, % at 3.6 µM; P25929; HEK293-CNG Y1 cells, membrane potential fluorescence; NPY at EC95, then isoproterenol; 200,000 compounds, 1% hits;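 active = inhibition above the campaign mean inhibition of all tested compounds plus 3 SD, cut at about 20% in these data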;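 also: 0% = DMSO wells given NPY plus isoproterenol and 100% = isoproterenol alone without NPY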
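Material: HEK293 Y1/CNG channel cell line; also added: NPY (25 nM), isoproterenol (1 µM), Ro 20-1724 (25 µM); doses: one concentration, 3.6 µM, in 0.4% DMSO; schedule: compound incubation 1 h at room temperature, readout 45 min post-stimulation; technique: membrane potential fluorescence; measure: fluorescence ratio normalized to % inhibition between controls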
p47phox inh = inhibitors of human p47phox binding; p47phox/p22phox peptide binding, fluorescence polarization, 2 h; 220,000 compounds, 0.53% hits; inhibition, % at 24.7 µM; P14598;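 active = inhibition above about 30%, limit read from the data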;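 also: 0% = p47phox with labelled peptide and 100% = labelled peptide alone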
Target sequence (P14598 whole entry, looked up): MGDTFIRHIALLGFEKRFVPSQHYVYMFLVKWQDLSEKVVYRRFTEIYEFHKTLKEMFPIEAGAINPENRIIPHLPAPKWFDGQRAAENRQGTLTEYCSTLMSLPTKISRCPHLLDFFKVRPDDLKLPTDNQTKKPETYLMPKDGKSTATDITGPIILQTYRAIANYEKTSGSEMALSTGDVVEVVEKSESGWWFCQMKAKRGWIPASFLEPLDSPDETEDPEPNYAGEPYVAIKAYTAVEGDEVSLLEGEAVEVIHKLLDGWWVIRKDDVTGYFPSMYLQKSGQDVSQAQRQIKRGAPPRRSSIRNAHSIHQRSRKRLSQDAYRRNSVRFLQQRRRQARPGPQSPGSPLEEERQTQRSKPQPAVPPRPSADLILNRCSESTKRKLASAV
* = called active by the depositor; / = not tested or not shown.

SMILES	Ba/F3 V617F tox	S1P4 agonist	BaF3 tox	NPY2 pot ag	NPY1 pot ag	S1P4 antagonist	CHOP inhibitor	NPY-Y1 antag	p47phox inh
O=C1CCCC(O)=C1N=Nc1ccc2c(c1)OCO2	4	0.1	7	4	3	-7	50	0	-42
O=C(NCc1ccco1)c1cc(C(=O)C2CC2)c[nH]1	1	1.4	7	1	9	2	18	9	-3
CC(C)(CN1CCN(Cc2ccccc2)CC1)NS(=O)(=O)c1ccccc1	3	0.7	3	-6	-3	1	-7	/	2
CSc1ccn(CCC(=O)O)c(=O)n1	-5	-3.2	0	-6	10	-12	20	-4	-6
Cc1ccnc(SCCn2c(N3CCN(C)CC3)nc3c2c(=O)n(C)c(=O)n3C)n1	-1	1.3	1	9	5	-13	5	/	-6
CNC(=O)c1c(NC(=O)C(C)C)sc2c1CCC2	-1	0.1	-2	-16	17	-8	-11	/	1
COc1cccc(OC2OC3COC(C)(C)OC3C(O)C2NC(C)=O)c1 (centres undefined)	-2	-1.0	2	-10	6	7	11	3	4
CC(C)Oc1cccc(C(=O)C2CCCN(Cc3ccc4nonc4c3)C2)c1 (centres undefined)	1	-0.6	8	-7	-9	-8	33	12	-7
CCc1ccccc1NC(=S)NCc1cccn1C	-2	-0.2	5	6	8	-6	11	-1	-11
CCCCN=C1NC(=O)C(CC(=O)NCCc2ccc(OC)cc2)S1 (centres undefined)	2	0.0	3	0	-1	2	-1	6	-16
CC(C)CNc1nc(S(=O)(=O)c2ccccc2)c(Cl)s1	10	-3.2	13	-15	-6	-9	18	0	-9
O=C(CSc1nnc2ccc(-c3ccncc3)nn12)c1cccs1	3	-0.4	5	1	1	-4	1	2	-6
CC(=O)c1ccc(NC(=O)N[C@@H](Cc2ccccc2)C(=O)O)cc1	-1	3.0	8	8	9	-14	55	-4	-5
C=CCc1cc(Cl)ccc1OCCNCCN1CCOCC1	2	1.0	8	-7	-6	2	13	10	-14
Cc1c(Cl)cn2c(=O)cc(CN3CCN(c4ccccc4)CC3)nc2c1Cl	-1	-0.8	4	-6	-15	-17	12	7	-8
c1ccc(-c2noc(-c3ccco3)n2)nc1	3	-0.2	7	-4	-13	9	1	1	-11
Cc1cc(NC(=O)c2ccccc2)nc2c1c(=O)oc1ccccc12	-4	1.4	2	16	-6	-2	9	-3	-25
O=C(Nc1ccc(-c2nc3ccccc3s2)cc1)C1=COCCO1	0	-0.7	6	5	0	-23	104*	0	-9
O=C(NC1CCCCCC1)C1c2ccccc2C(=O)N1Cc1cccnc1 (centres undefined)	-2	-0.4	0	-6	5	-3	10	8	-20
Cc1ccc(C(C(=O)NCc2ccccc2)N(Cc2cccs2)C(=O)c2ccc3c(c2)OCCO3)cc1 (centres undefined)	-2	1.4	2	7	5	-12	-4	2	-34
CSC1=NC(C)(C)C=C(/C=C/c2ccc(Cl)cc2Cl)N1	-4	0.5	-2	8	4	5	-25	3	-20
NC(=O)C1(N2CCCCC2)CCN(CC(=O)Nc2ccccc2-c2ccccc2)CC1	-5	1.5	-1	10	-3	-5	-2	0	-1
Cc1cccc(OCC(=O)Nc2ccc3c(c2)OCCO3)c1	0	1.2	2	2	8	-4	1	0	4
COc1ccc(OC)c(NC(=O)C2CCCN(S(=O)(=O)c3cccc4cccnc34)C2)c1 (centres undefined)	0	0.3	3	-4	3	-3	-17	1	4
O=S(=O)(NC1CC1)c1ccc(S(=O)(=O)N2CCC3(CC2)OCCO3)cc1	4	0.8	10	-17	-7	-7	14	6	0

4 structures already listed, sorted by molar mass, falling:
SMILES	Ba/F3 V617F tox	S1P4 agonist	BaF3 tox	NPY2 pot ag	NPY1 pot ag	S1P4 antagonist	CHOP inhibitor	NPY-Y1 antag	p47phox inh
O=S(=O)(NC1CC1)c1ccc(S(=O)(=O)N2CCC3(CC2)OCCO3)cc1	4	0.8	10	-17	-7	-7	14	6	0
Cc1cccc(OCC(=O)Nc2ccc3c(c2)OCCO3)c1	0	1.2	2	2	8	-4	1	0	4
CCc1ccccc1NC(=S)NCc1cccn1C	-2	-0.2	5	6	8	-6	11	-1	-11
CNC(=O)c1c(NC(=O)C(C)C)sc2c1CCC2	-1	0.1	-2	-16	17	-8	-11	/	1

Continuation:
SMILES	Ba/F3 V617F tox	S1P4 agonist	BaF3 tox	NPY2 pot ag	NPY1 pot ag	S1P4 antagonist	CHOP inhibitor	NPY-Y1 antag	p47phox inh
O=C(N/N=C1\CCc2ccccc21)c1ccccc1O	-3	0.4	7	2	-13	-6	10	4	-10
S=c1[nH]nc(-c2ccc(Cl)cc2)n1/N=C/c1ccco1	0	0.2	0	2	-2	1	-4	/	-1
CC1CCN(S(=O)(=O)c2cccc(C(=O)NCc3cccs3)c2)CC1	-1	2.6	1	5	-4	5	73*	-1	-7
CCOC(=O)c1[nH]c2ccc(F)cc2c1NC(=O)CCN1CCSCC1	-4	2.5	0	20	19	-3	/	4	/
O=C1C=CCC(/C=C/c2ccccc2)O1 (centres undefined)	46*	-0.2	0	-1	9	21	-106	-3	-5
O=[N+]([O-])c1ccc(/C=C/C2=NN(c3ccccc3)C(c3ccco3)C2)cc1 (centres undefined)	-3	-0.8	3	6	-18	4	26	0	34*
Cc1csc(NC(=O)CSc2nnc(-c3ccoc3C)n2Cc2ccco2)n1	-1	1.2	-1	21	-7	4	3	5	-11
CC(C)(C)S(=O)(=O)c1cnc2c(-c3ccsc3)cnn2c1N	-1	1.6	-5	1	3	-21	26	0	-9
Cc1ccc(C)c(NS(=O)(=O)c2cc(C(=O)Nc3ccccc3-c3ccccc3)ccc2Cl)c1	-5	1.5	3	-33	3	-11	12	1	-9
O=Cc1c(OCc2ccccc2)ccc2ccccc12	1	0.0	11	3	0	-18	-23	-4	-7
O=C(c1c(Cl)nc2sccn12)N(C(=O)c1c(Cl)nc2sccn12)c1ccc(Cl)cn1	-4	-2.1	-2	10	-5	4	9	4	-7
Cc1cccc(NC(=S)N(C)Cc2cn(C)c3ccccc23)c1	0	-0.3	7	3	-23	-12	68	8	1
O=C(NCC1CCCO1)c1cc(S(=O)(=O)N2CCCC2)c(Cl)cc1Cl (centres undefined)	1	3.1	6	2	4	-23	-1	0	-17
CCCCCC(C)n1[nH]c(=O)cc1N (centres undefined)	-2	1.4	5	-1	1	5	-10	2	-12
CCOC(=O)c1sc(=S)n(-c2ccccc2)c1C	-1	1.4	1	6	12	-6	-27	/	-8
COc1ccccc1C/C(N)=N/OC(=O)COc1cccc(C)c1C	0	2.1	8	-17	-10	-11	17	12	-10
CCOC(=O)COc1cc(OCC(=O)OCC)c2c(=O)cc(-c3ccccc3)oc2c1	-2	-1.1	2	-20	-18	-24	19	2	-17
O=C(CN1c2ccccc2Sc2ccccc21)NNC(=S)Nc1ccc(Cl)cc1Cl	-4	-0.9	1	31	68*	-7	51	-16	5
O=C(CSc1ccc2c(c1)OCCO2)Nc1cccc(S(=O)(=O)N2CCCCC2)c1	1	0.0	4	2	3	-23	39	4	-44
COC(=O)CCCCCCCCC(O)C[N+]1(C)CCOCC1 (centres undefined)	-3	1.7	-3	17	15	1	2	/	-1
Cc1ccc(C(=O)NCC(C)(C)O)cc1	-2	-1.0	5	-7	4	-25	10	6	-15
COc1ccc(C)cc1NC(=O)C(Sc1nnc2ccccn12)c1ccccc1 (centres undefined)	0	1.2	0	-2	-5	-10	-3	3	-3
CCOc1ccc(C(=O)N2CCN(c3cccc(C)c3C)CC2)cc1	6	1.2	6	-32	-22	4	53	8	-14
O=C(CC1SC(=Nc2ccccc2)N(CCCCO)C1=O)NCc1ccccc1 (centres undefined)	3	2.8	5	4	-13	6	15	1	-5
CN(C)/C=C/C(=O)/C=C/c1ccc(Cl)cc1	1	-0.8	6	-8	-3	18	1	-3	-14
SMILES	Ba/F3 V617F tox	S1P4 agonist	BaF3 tox	NPY2 pot ag	NPY1 pot ag	S1P4 antagonist	CHOP inhibitor	NPY-Y1 antag	p47phox inh
Fc1ccc(CNC(=S)Nc2ccc(Cl)cc2Cl)cc1	-4	1.8	-2	-4	14	0	24	-4	-5
CCCN(CCC(=O)Nc1cc(OC)cc(OC)c1)CC1CC1	-2	0.1	-2	13	2	-4	5	2	-19
Cc1ccc(-c2c3c(nc4sc(C(N)=O)c(N)c24)CCCC3)o1	-4	0.4	0	-5	10	-7	16	5	-14
COCC(=O)Nc1nc2n(n1)C(c1ccc(Cl)cc1)CC(c1ccc(OC)cc1)N2 (centres undefined)	1	1.5	5	2	3	-5	10	5	-11
O=C1c2cccc3cc([N+](=O)[O-])cc(c23)C(=O)N1/N=C/c1ccc(O)cc1O	2	-0.2	10	-4	-5	4	47	/	-52
N#Cc1ccc(-c2cccnc2)nc1SCC(N)=O	2	-0.8	-3	-18	3	-2	21	/	2
CCOc1ccc2nc(NC(=O)NC3CCCCC3)sc2c1	6	-0.9	8	-6	-6	-6	27	-1	-7
Cc1ccc(C(c2nnnn2CC2CCCO2)N2CCN(Cc3ccccc3)CC2)cc1 (centres undefined)	-2	-2.2	-1	1	9	-12	-17	-1	-4
C=C(C)C1CC=C(C)/C(=N/NC(=O)COc2cccc3ccccc23)C1 (centres undefined)	-3	1.7	-1	1	-28	-17	-5	-1	4
CCN(CC)C(=O)c1ccc(-c2cccs2)s1	2	1.9	2	11	15	1	5	/	-2
Clc1ccc(CNCc2cccs2)c(Cl)c1	0	0.4	6	11	-29	-25	18	2	3
Cc1ccccc1N(CC(=O)Nc1ccc(F)cc1)S(C)(=O)=O	3	1.1	8	4	16	-14	-14	-6	-8
COCCn1c(SCc2cc(C(C)=O)ccc2OC)nc2cc(Cl)ccc2c1=O	-2	0.8	1	-13	-17	3	10	1	-10
O=C(Nc1c2c(nn1-c1ccc(F)cc1)CS(=O)(=O)C2)C12CC3CC(CC(C3)C1)C2	-3	-0.8	1	12	-21	-3	2	33*	-6
CCNC(=O)C1CC(=O)N(Cc2ccc3c(c2)OCO3)C(=Nc2ccc(F)cc2)S1 (centres undefined)	-5	0.2	-2	-2	4	18	44	2	-9
Cc1nc2nc(-c3ccccc3)[nH]n2c(=O)c1C	-2	-1.3	4	-6	-1	-15	-13	13	5
COc1ccc(-n2nnnc2SCC(=O)c2ccc(O)c(O)c2)cc1	52*	8.8	6	11	-3	-26	36	-13	3
CC(C)(/C=N/O)/[N+]([O-])=C/C=[N+](\[O-])C(C)(C)/C=N/O	-4	-1.3	0	-7	-16	3	17	3	6
Cc1nnc(NC(=O)C2CCCN2S(=O)(=O)c2ccc(Cl)cc2)s1 (centres undefined)	-1	-1.4	3	-6	-2	-20	-6	1	8
c1cncc(-c2nnc(-c3ccco3)o2)c1	-4	0.2	-3	1	17	-8	7	7	-17
CCOC(=O)C(CC)n1cnc2c(nnn2-c2ccc(OC)cc2)c1=O (centres undefined)	0	3.5	4	9	-6	-4	17	2	-11
Cc1cccc(OCC(=O)N/N=C\c2cccn2C)c1C	3	-0.5	3	-4	14	-13	23	5	3
CCCC(=O)N1CCc2[nH]c3ccccc3c2C1	-2	0.3	2	13	8	1	15	7	-7
O=C(CCSc1nc(-c2ccco2)cc(C(F)(F)F)n1)N1CCN(c2ccccn2)CC1	1	-3.4	2	-15	-25	-7	88*	9	-9
O=S(=O)(Cc1noc(-c2ccc(OC(F)(F)F)cc2)n1)c1ccc(F)cc1	1	-0.9	-1	-15	-3	3	-6	/	-3
COC(/C=C/Nc1ccc(Cl)cc1)=C(C#N)C#N	5	-0.3	9	-22	-24	-14	5	1	-14
O=C(CC1SC(=Nc2ccc(OC(F)F)cc2)N(CCC2=CCCCC2)C1=O)Nc1ccccc1F (centres undefined)	-2	0.7	5	-14	0	-3	28	1	-25

An unsorted share of the library; 7.1% or so of the library scored in one or more.
